# Screens (PubChem BioAssay)
# GLP1R inv ag: GLP-1 receptor (human) inverse agonism; P43220; 1.6% of 410,000 active; HEK293 GLP-1R CRE-luciferase, luminescence, 24 h; GLP-1R form is constitutively active; Potency, µM (highest dose often 38.3 µM), without a hit: at the top dose activity change, negative = inhibition, actives largely listed as inhibitors; further: potency means the concentration at half of the fitted maximal effect; on the % scale 0 is the no-effect control and ±100 the full control effect; nearly all actives have a fitted effect of over 55% in size
#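 Inverse agonists were sought by their lowering of basal cAMP reporter luciferase output in HEK293 cells stably carrying constitutively active human GLP-1R, after 24 h compound treatment.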
# PI5P4Ka inh: inhibitors of human PI5P4K alpha | PI5P4Kalpha enzyme, ADP-Glo luminescence, 60 min; active compounds read low | max response, % | 1.2% of 330,000 active; active means max response of -50% or lower; inconclusive means between -30% and -50%; inactive means -30% or higher; further: value at the top dose of about 77 µM; on the % scale 0 is the no-effect control and ±100 the full control effect
#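 ADP-Glo luminescence end-point after a 60 min room-temperature kinase reaction. PI5P4Kalpha and substrate in HEPES pH 7.4 buffer with EGTA, 0.1% CHAPS and 5% DMSO; ATP at 5 microM final.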
# EPAC1 antag: EPAC1 (human) antagonism | O95398 | EPAC1 GEF assay, Rap1b-BODIPY-GDP exchange fluorescence | Potency, µM (doses to about 115 µM), for inactives: at the top dose activity change, negative = inhibition, actives largely listed as inhibitors | 0.14% of 360,000 active | AID 720709;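 further: potency means the concentration at half of the fitted maximal effect; plate controls were vehicle for no effect and positive control for full effect; nearly all actives have a fitted effect of over 50% in size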
# Target sequence (O95398 whole entry, looked up): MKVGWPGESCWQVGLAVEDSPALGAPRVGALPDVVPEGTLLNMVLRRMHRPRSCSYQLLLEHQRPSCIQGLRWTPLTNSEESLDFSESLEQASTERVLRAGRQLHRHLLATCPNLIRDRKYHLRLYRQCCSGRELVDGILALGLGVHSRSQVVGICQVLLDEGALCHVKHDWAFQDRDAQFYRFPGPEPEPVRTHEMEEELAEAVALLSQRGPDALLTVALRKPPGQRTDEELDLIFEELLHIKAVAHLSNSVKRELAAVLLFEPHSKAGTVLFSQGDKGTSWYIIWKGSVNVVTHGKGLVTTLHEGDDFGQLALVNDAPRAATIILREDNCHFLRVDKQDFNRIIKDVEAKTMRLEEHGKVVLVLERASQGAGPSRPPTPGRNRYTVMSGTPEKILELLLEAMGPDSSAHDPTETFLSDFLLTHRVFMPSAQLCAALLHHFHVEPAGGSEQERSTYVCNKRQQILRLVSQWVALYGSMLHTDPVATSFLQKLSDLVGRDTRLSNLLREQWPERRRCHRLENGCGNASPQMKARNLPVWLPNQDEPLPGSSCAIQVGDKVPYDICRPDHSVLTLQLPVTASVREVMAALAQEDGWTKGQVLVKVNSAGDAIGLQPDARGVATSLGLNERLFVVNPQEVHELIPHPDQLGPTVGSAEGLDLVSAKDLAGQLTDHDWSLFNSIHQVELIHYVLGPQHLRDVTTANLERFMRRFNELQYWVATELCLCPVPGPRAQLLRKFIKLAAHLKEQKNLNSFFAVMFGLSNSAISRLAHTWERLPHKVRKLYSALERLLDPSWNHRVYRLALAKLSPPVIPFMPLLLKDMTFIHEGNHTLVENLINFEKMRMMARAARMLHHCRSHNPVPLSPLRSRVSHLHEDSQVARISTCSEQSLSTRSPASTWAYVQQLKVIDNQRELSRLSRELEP
# HEK293 tox: cytotoxic in the GLP-1 receptor inverse agonist counter-screen; HEK293 cAMP-luciferase reporter cells, luminescence, 24 h; Potency, µM (highest dose often 38.3 µM), inactives show top-dose activity change, negative = inhibition, usual class: inhibitors; 0.13% of 410,000 active; AID 624418;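 further: loss of luciferase light is scored as toxicity; potency means the concentration at half of the fitted maximal effect; on the % scale 0 is the no-effect control and ±100 the full control effect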
#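 Quantitative HTS format, 1536 wells, 200 cells/uL seeded. Compounds: 23 nL, 24 h, 37 °C. Detection: luciferase reagent, luminescence at 12 min RT; decreased signal taken as cytotoxic.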
# EPAC1 ag: EPAC1 (human) agonism; EPAC1 agonist qHTS, biochemical assay; response scale: 100% = response to 6.5 mM cAMP; AID 720707; 0.073% of 360,000 active; Potency, µM (highest dose often 154 µM), for the others: top-dose activation, hits mostly activators; further: potency means the concentration at half of the fitted maximal effect; nearly all actives have a fitted effect of over 60% in size
#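 Normalized to 6.5 mM cAMP, activity reflects EPAC1-catalysed release of BODIPY-GDP from Rap1B, followed kinetically over 30 min at 480 nm excitation, 540 nm emission. Reaction contained 100 nM EPAC1, 250 nM Rap1B-BODIPY-GDP, 50 uM GDP.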
# PLK1 PBD inh: blocks phosphopeptide binding to human PLK1 polo-box domain. Plk1 PBD binding of FITC phosphopeptide, fluorescence polarization. 2.8% of 360,000 active. P53350. Potency, µM, without a hit: max response, negative = inhibition, hits mostly inhibitors; further: potency means the concentration at half of the fitted maximal effect; series mostly up to about 57 µM; on the % scale 0 is the no-effect control and ±100 the full control effect; nearly all actives have a fitted effect of over 65% in size
# GLP1R ag: GLP-1 receptor (human) agonism | P43220 | HEK293 GLP-1R CRE-luciferase, luminescence, 4-6 h; cells express a hypersensitive GLP-1R form | Potency, µM (highest dose often 45.6 µM), without a hit: top-dose activation, most hits filed as activators | 0.007% of 380,000 active | AID 624172; further: potency means the concentration at half of the fitted maximal effect; % of control where 0% means no effect
# IL2 activator: activators of IL-2 | IL-2 activation reporter assay, cell-based qHTS; stimulated with anti-CD3/CD4/CD28 beads; in transgenic mouse T cells | activation, % (series mostly up to about 46 µM) | 0.065% of 360,000 active; in the data active means activation above about 50%; inconclusive means mostly about 30% to 49%; further: 0% is about no effect
#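 Readout: EGFP and DsRed signals by fluorescent plate cytometry. Unstimulated transgenic mouse T cells received compound 60 min before antibody-bead stimulation, then incubated 18 h at 37 degrees C.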
# PTHR1 ag: PTHR1 (human) receptor agonism; HEK293 GP2 PTHR1 cells, GloSensor cAMP luminescence, 1 h; Potency, µM (top dose mostly 115 µM), for inactives: at the top dose activation, usual class: activators; 0.075% of 410,000 active; AID 743266; further: potency means the concentration at half of the fitted maximal effect; nearly all actives have a fitted effect of over 55% in size; some results filed as inactive show a strong effect at the top dose; inactives centre near -15; many of its hits are not listed in these tables
#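 HEK-293-derived GP2 cells expressing PTHR1 and a GloSensor cAMP reporter, 3,000/well, plated overnight, given luciferin plus IBMX (each 0.5 mM as added) for 1 h at 37 °C, then compound for 1 h at 37 °C. Luminescence was read after 15 min at room temperature.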
# Starred values were filed as active, the others as inactive; i = inactive; ? = inconclusive; . = no result given; & = joins results of further samples; [ ] = another dose, or the depositor's remark. Unless noted, the call rests on the fitted dose curve; in most records, active means well fitted curve in the direction sought with a large enough effect; inconclusive means small, poorly fitted or top-dose-only effect, or another doubt; inactive means no such curve, though single readings can be large; an effect the other way counts as inactive or inconclusive. These rows are one share of the data (hit frequency here may not be typical).
# Results follow in this order: GLP1R inv ag	PI5P4Ka inh	EPAC1 antag	HEK293 tox	EPAC1 ag	PLK1 PBD inh	GLP1R ag	IL2 activator	PTHR1 ag
> COc1ccc(NC(=O)NCc2ccccn2)cc1OC
    -8%	1	11%	-1%	11%	-2%	-9%	5.7	-2%[57.5 µM]
> CCOC(=O)C1CCN(C(=O)c2cc3ccc(OC)cc3[nH]2)CC1
    11%	12	4%	18%	-6%	0%	7%	2.7	-92%
> Cc1ccc(NC(=O)CN2CCCC2c2cccn2C)c(Br)c1 (stereo not given)
    ?	18	-9%	2%	1%	3%	12%	-0.5	-30%[inhibitor]
> CS(=O)(=O)N(CC(=O)NC1CCCCC1)Cc1ccc(Cl)cc1
    -2%	.	1%	5%	2%	-3%	1%	0.4	i
> COc1ccc2[nH]c(=O)c(CN(Cc3nnnn3Cc3ccccc3)CC3CCCO3)cc2c1 (stereo not given)
    8%	.	-2%	-15%	7%	-13%	19%	-3.2	-37%[inhibitor][57.5 µM]
> N#CC(C#N)=C1CCCc2sccc21
    -6%	13	4%	-11%	9%	-3%	9%	-1.8	i
> CC(=O)c1ccc(NC(=O)COC(=O)C2CCN(S(=O)(=O)c3cccs3)CC2)cc1
    7%	-1	-11%	6%	0%	-19%	-3%	2.1	-4%
> O=c1[nH]c(=O)c2ccccc2o1
    -7%	2	0%	-20%	-11%	-18%	5%&10%	0.2	i
> Cc1c(CNCCc2ccccc2)c(C(=O)O)c(C)n1-c1ccccc1
    -1%	-10	20%	1%	-1%	-3%	-1%	-1.1	-17%
> CC1(C)Cc2c(c(N3CCOCC3)nc3sc(C(=O)Nc4ccccc4)c(N)c23)CO1
    30%	-5	7%	-2%	17%	-3%	9%	-2.8	i
> COc1ccc(NC(=O)C(c2ccc(C)cc2)N(C)C(=O)CNC(C)=O)cc1 (stereo not given)
    5%	.	-26%	6%	2%	-1%	-8%	1.5	i
> CCCNC(=O)C1(CC2CC(c3ccccc3)=NO2)CCNCC1 (stereo not given)
    -7%	2	-7%	7%	2%	-4%	-4%	0.4	-10%
> CCOC(=O)Nc1ccc2c(c1)OCO2
    18%	0	-27%	-7%	1%	-4%	-8%	-0.7	-4%[57.5 µM]
> COc1cscc1C(=O)O
    9%	8	19%	?	7%	-2%	0%	0.4	i
> Cc1cccc(NC(=O)c2ccc3ccccc3n2)n1
    7%	3	-8%	3%	14%	-9%	11%	0.2	-13%
> COc1ccc(CNCCSc2nnnn2C)cc1OC
    8%	.	-5%	7%	-2%	-9%	-13%	-1.5	i
> Cc1cccc(-c2noc(-c3c(C)noc3C)n2)c1
    2%	12	7%	?	-14%	-7%	4%	-1.8	i
> O=C(O)c1ccc(C(=O)O)c(C(=O)c2ccc(NC(=O)c3ccccc3)cc2)c1
    21%	4	8%	6%	4%	1%	-3%	-0.4	i
> COc1ccc(OC)c(NC(=O)Nc2nc(C(C)N)cs2)c1 (stereo not given)
    -22%	-5	-4%	-5%	-3%	0%	5%	0.1	-20%
> COc1ccc(C(=O)NCC(=O)N/N=C/c2c(C)[nH]c3ccccc23)cc1OC
    10%	-5	-13%	0%	-10%	-4%	-5%	0.7	i
> Cc1ccc(NC(=O)CSc2nnc(-c3ccco3)c(-c3ccco3)n2)cc1
    ?	-75*	-6%	?	10%	27µM*	23%	1.7	-9%[57.5 µM]
> O=C(NC(=S)N1CCc2ccccc21)C1CCC1
    -20%	-11	12%	-24%	3%	-3%	1%	-2.8	-15%
> Cc1cc(C(=O)Nc2c(C)nn(Cc3c(Cl)cccc3Cl)c2C)no1
    0%	.	13%	8%	-2%	-15%	-9%	4.7	-6%[57.5 µM]
> CC(C)N(Cc1ccccc1)C(=O)COC(=O)C1CCCCC1
    10%	5	5%	11%	9%	1%	-4%	1.2	i
> Cc1ccc(S(=O)(=O)N(CC(=O)N/N=C/c2ccco2)c2cc(Cl)cc(Cl)c2)cc1
    6.3µM*	6	-1%	?	10%	0%	4%	-4.8	-7%
> CC1(CCc2ccccc2)NC(=O)N(Cc2cc([N+](=O)[O-])cc3c2OCOC3)C1=O (stereo not given)
    19%	-9	4%	-5%	0%	4%	7%	-2.8	i
> O=C(NC1CCN(S(=O)(=O)c2cccc(Cl)c2)CC1)C1CCCCC1
    3%	-1	13%	2%	9%	-3%	13%	0.4	i
> CC(Sc1nc2ccccc2s1)C(=O)c1c(N)n(C)c(=O)n(C)c1=O (stereo not given)
    -6%	4	0%	2%	6%	-2%	8%	0.4	i
> CCOC(=O)N1CCN(C(=O)c2cc3c(=O)[nH]c4ccccc4c3s2)CC1
    10%	0	-2%	-6%	-7%	-18%	3%	0.6	-15%
> N/C(=N\OC(=O)COc1ccccc1)c1ccc(Cl)cc1
    1%	14	-8%	6%	-1%	1%	-13%	0.4	i
> Cc1cc(NC(=O)CN2C(=O)NC(CCc3ccccc3)C2=O)no1 (stereo not given)
    22%	1	-4%	-11%	4%	3%	-3%	0.6	i
> O=C(CNC(=O)c1cc(=O)[nH]c2ccccc12)Nc1ccc(F)c(F)c1
    5%	0	0%	-4%	8%	-7%	1%	0.8	-57%[inhibitor]
> CCNC(=S)NNC(=O)c1cccs1
    4%	1	0%	1%	3%	-8%	6%	-0.4	i
> C=C(C)C(COc1c2occc2cc2ccc(=O)oc12)OC(C)(C)C(O)COc1c2occc2cc2ccc(=O)oc12 (stereo not given)
    -30%	-3	-2%	-9%	-6%	-6%	11%	-0.1	-6%
> S=C(NCc1cccnc1)Nc1cc(Cl)cc(Cl)c1
    10µM*	3	-9%	-1%	2%	-17%	2%	-0.3	-22%
> Cc1ccc(/C=C/C(=O)c2ccccc(=O)c2O)cc1C
    ?	-21	?	?	21%	30µM*	8%	5.9	-11%
> O=S(=O)(c1ccc(Cl)nc1)N1CCCCC1
    -9%	4	1%	1%	3%	-10%	5%	3.7	i
> CCCNC(=O)c1ccc2snnc2c1
    0%	-4	14%	-10%	0%	-3%	0%	0.2	i
> Cc1cccc2cc(C3CC(c4cccs4)=NN3C(=O)CCC(=O)O)c(Cl)nc12 (stereo not given)
    6%	-11	-10%	1%	2%	27µM*	0%	-2.8	-31%
> Cc1csc2nc(CNC(=O)c3cccc(C(F)(F)F)c3)cn12
    1%	10	-5%	6%	8%	-10%	?	0.7	?
> COc1ccc2[nH]c(=O)c(CN(C(C)=O)c3ccc(C)c(C)c3)cc2c1
    -4%	1	-22%	13%	5%	6%	1%	2.9	i
> COc1cc(OC)c(C2Oc3nc(SC)nnc3-c3ccccc3N2C(C)=O)cc1OC (stereo not given)
    -5%	-3	-9%	-26%	11%	-8%	11%	-1.3	-10%
> O=C(COC(=O)c1c[nH]c(=O)[nH]c1=O)Nc1ccccc1
    -3%	-2	14%	-9%	-3%	9%	0%	-0.9	-3%
> CC(=O)c1ccc(S(=O)(=O)N2CCCc3ccccc32)cc1
    -6%	0	3%	-1%	-5%	2%	7%	0.6	-44%[inhibitor]
> Cc1ccccc1CSc1ncnc2ccccc12
    ?	16	-1%	16%	8%	3%	12%	-0.2	i
> COc1ccccc1C(=O)Nc1nnc(SCC(=O)Nc2ccc3c(c2)oc2ccccc23)s1
    -11%	-7	3%	7%	5%	-6%	-3%	1.4	i
> CN(C)CCCN1C(=O)C(O)=C(C(=O)c2cc3ccccc3o2)C1c1ccccc1 (stereo not given)
    0%	5	0%	-10%	-1%	-14%	14%	0.7	i
> Cc1cc[n+](CC(=O)Nc2cc(C(F)(F)F)ccc2Cl)cc1
    -15%	.	-2%	-2%	8%	-2%	-4%	-2.3	-10%[57.5 µM]
> Cc1ccc2cc(C)c3nnc(SCC(=O)Nc4nc5c(s4)CCCC5)n3c2c1C
    -1%	.	-6%	-26%	19%	?	16%	-1.2	?
> Cn1c(=O)c2c(ncn2CC(=O)N2CCN(S(=O)(=O)c3ccc(F)cc3)CC2)n(C)c1=O
    1%	-5	-6%	-15%	-6%	0%	1%	-0.5	-38%[inhibitor]

# Sorted by number of heavy atoms (low to high): part of the list above
# Results follow in this order: GLP1R inv ag	PI5P4Ka inh	EPAC1 antag	HEK293 tox	EPAC1 ag	PLK1 PBD inh	GLP1R ag	IL2 activator	PTHR1 ag
> S=C(NCc1cccnc1)Nc1cc(Cl)cc(Cl)c1
    10µM*	3	-9%	-1%	2%	-17%	2%	-0.3	-22%
> Cc1ccc(/C=C/C(=O)c2ccccc(=O)c2O)cc1C
    ?	-21	?	?	21%	30µM*	8%	5.9	-11%
> Cc1cc[n+](CC(=O)Nc2cc(C(F)(F)F)ccc2Cl)cc1
    -15%	.	-2%	-2%	8%	-2%	-4%	-2.3	-10%[57.5 µM]
> Cc1csc2nc(CNC(=O)c3cccc(C(F)(F)F)c3)cn12
    1%	10	-5%	6%	8%	-10%	?	0.7	?
> O=C(CNC(=O)c1cc(=O)[nH]c2ccccc12)Nc1ccc(F)c(F)c1
    5%	0	0%	-4%	8%	-7%	1%	0.8	-57%[inhibitor]
> Cc1cccc2cc(C3CC(c4cccs4)=NN3C(=O)CCC(=O)O)c(Cl)nc12 (stereo not given)
    6%	-11	-10%	1%	2%	27µM*	0%	-2.8	-31%
